# Source: PubChem BioAssay (several laboratories)
# HePTP inhibitor = inhibitors of human HePTP phosphatase, primary screen, biochemical, absorbance, leukemia target. Tyrosine-protein phosphatase non-receptor type 7 (Homo sapiens), P35236. recombinant HePTP phosphatase activity, OD absorbance. inhibition, % at 20 µM. 110,000 compounds, 0.64% hits. AID 521, 2006; in the data active = inhibition above about 50%;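 note: plate controls were vehicle for no effect and reference inhibitor for full effect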
# Target sequence (P35236 whole entry, looked up): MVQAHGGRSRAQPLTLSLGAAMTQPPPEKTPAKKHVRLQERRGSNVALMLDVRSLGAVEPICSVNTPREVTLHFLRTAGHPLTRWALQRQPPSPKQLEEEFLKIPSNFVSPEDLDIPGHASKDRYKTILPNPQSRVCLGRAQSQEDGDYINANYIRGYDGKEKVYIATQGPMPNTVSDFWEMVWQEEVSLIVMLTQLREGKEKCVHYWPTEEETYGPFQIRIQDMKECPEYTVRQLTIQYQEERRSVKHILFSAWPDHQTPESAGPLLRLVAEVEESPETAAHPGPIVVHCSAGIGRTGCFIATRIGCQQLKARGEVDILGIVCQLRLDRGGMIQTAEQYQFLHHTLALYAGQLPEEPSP
# BAP1 inh = inhibitors of BAP1 deubiquitinase, primary screen, biochemical, Ub-AMC fluorescence, kinetic. activity remaining (% of control), % at 20 µM. 72,000 compounds, 0.48% hits. recombinant BAP1, Ub-AMC hydrolysis fluorescence kinetic; active compounds read low;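 active = activity remaining at or below 50% of control, provided the compound also passes the data quality filters; inactive = the rest, including low values that fail the filters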;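 note: 100% = DMSO wells rate and 0% = substrate alone blank rate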
# Target sequence (Q92560 whole entry, looked up): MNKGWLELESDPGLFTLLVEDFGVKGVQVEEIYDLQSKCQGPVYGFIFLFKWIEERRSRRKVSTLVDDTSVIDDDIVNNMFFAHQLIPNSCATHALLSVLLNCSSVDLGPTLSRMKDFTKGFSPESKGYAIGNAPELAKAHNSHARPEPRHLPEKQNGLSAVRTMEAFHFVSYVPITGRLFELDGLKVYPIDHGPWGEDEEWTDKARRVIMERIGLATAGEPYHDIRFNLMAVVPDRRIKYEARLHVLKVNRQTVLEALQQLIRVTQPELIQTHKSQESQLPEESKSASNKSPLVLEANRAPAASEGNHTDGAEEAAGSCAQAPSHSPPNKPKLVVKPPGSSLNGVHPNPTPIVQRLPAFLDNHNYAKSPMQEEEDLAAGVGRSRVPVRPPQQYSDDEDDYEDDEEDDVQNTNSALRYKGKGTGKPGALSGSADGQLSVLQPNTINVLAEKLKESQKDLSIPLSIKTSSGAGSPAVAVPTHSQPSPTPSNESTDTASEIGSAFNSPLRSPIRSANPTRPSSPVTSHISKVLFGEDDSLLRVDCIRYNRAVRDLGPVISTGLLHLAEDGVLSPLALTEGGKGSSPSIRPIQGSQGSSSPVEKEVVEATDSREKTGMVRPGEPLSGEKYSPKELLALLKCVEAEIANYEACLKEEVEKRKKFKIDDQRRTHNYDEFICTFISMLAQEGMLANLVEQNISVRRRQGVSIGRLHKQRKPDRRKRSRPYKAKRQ
# Numbers without * were called inactive; i = inactive; . = not tested or not shown; & = joins results of further samples.
item	canonical_smiles	HePTP inhibitor	BAP1 inh
1	Clc1cccc(OCCn2ccnc2)c1	-7	.
2	CC(C)C1Oc2ccccc2N(CC(=O)NCCCN2C(C)CCCC2C)C1=O (stereo not drawn)	-4	100
3	CCOC(=O)c1cc2c(=O)n3ccccc3nc2n(CC(C)C)c1=NC(=O)c1ccco1	-10	54
4	O=C1/C(=C\c2ccc(-c3ccccc3[N+](=O)[O-])o2)SC(=S)N1CCc1ccccc1	-11	.
5	Cc1ccc(/C=C2\SC(=O)N(CCC(=O)Nc3c(C)n(C)n(-c4ccccc4)c3=O)C2=O)cc1	5	.
6	CCN(CC)C(=O)CSc1nc(-c2ccccc2)c(-c2ccccc2)o1	-4	.
7	CCCC(=O)Nc1nc2ccc(OC)cc2s1	7	93
8	O=C(Nc1cc(Cl)ccc1O)C1CCCO1 (stereo not drawn)	7	151
9	O=C(OCc1cc2ccccc2[nH]c1=O)c1ccccc1	1	79
10	O=C(CCCCCN1C(=O)CCC1=O)Nc1ccc2c(c1)OCO2	5	85
11	COc1ccccc1N(CC(=O)Nc1c(C)cccc1C)S(C)(=O)=O	7	.
12	CN(C)CCn1c2ccccc2c2nc3ccc([N+](=O)[O-])cc3cc21	3	.
13	Cc1cc(C)c(OCC(=O)Nc2ccccc2N2CCOCC2)c(C)c1	13	58
14	O=c1/c(=C/c2cc([N+](=O)[O-])c(N3CCOCC3)cc2N2CCOCC2)sc2nc3ccccc3n12	-7	.
15	O=C(CSc1nnc(CNc2ccc(Cl)cc2)o1)Nc1nc2c(s1)CCCC2	8	58
16	CCOc1cc(C2c3c(oc4cc(C)c(Cl)cc4c3=O)C(=O)N2Cc2ccco2)ccc1O (stereo not drawn)	8	85
17	O=C(Nc1ccc(NC(=O)c2ccco2)nc1)c1cccnc1	6	113
18	O=[N+]([O-])c1cccc2c1NC(c1ccc(Cl)cc1)C1CC=CC21 (stereo not drawn)	104*	.
19	CN(C)CC(O)COc1ccc(-c2ccc(C#N)cc2)cc1 (stereo not drawn)	-12	160
20	CCOc1ccc(C(CC(=O)O)NC(=O)c2ccco2)cc1OC (stereo not drawn)	3	96

# Next part; the last four above are carried over.
item	canonical_smiles	HePTP inhibitor	BAP1 inh
17	O=C(Nc1ccc(NC(=O)c2ccco2)nc1)c1cccnc1	6	113
18	O=[N+]([O-])c1cccc2c1NC(c1ccc(Cl)cc1)C1CC=CC21 (stereo not drawn)	104*	.
19	CN(C)CC(O)COc1ccc(-c2ccc(C#N)cc2)cc1 (stereo not drawn)	-12	160
20	CCOc1ccc(C(CC(=O)O)NC(=O)c2ccco2)cc1OC (stereo not drawn)	3	96
21	O=C(CCCC(=O)N1CCCc2ccccc21)N1CCCc2ccccc21	7	.
22	COc1cc(/C=N/NC(=S)Cc2ccccc2)cc(OC)c1OC	104*	.
23	O=C(COc1ccc(Cl)cc1Cl)Nc1ccc2nc3n(c(=O)c2c1)CCCC3	-9	112
24	CC12CN3CC(C)(CN(C1)C3c1cc3ccccc3[nH]1)C2=O (stereo not drawn)	5	100
25	O=C(COC(=O)C1CCC1)NCc1ccccc1Cl	4	116
26	O=C(Nc1ccc(NC(=O)c2ccc(-c3cccc(Cl)c3)o2)cc1)c1ccccc1	0	.
27	COc1ccc(CN2CC(C(=O)NCCN3CCN(c4ccccc4F)CC3)CC2=O)cc1 (stereo not drawn)	6	103
28	CCCOc1ccccc1C1C(C(=O)OC)=C(C)NC2=C1C(=O)CCC2 (stereo not drawn)	.	120
29	CC(C)C(=O)Oc1ccc2c(=O)c(Oc3ccc(C(C)(C)C)cc3)coc2c1	6	.
30	COC(=O)c1ccc(NS(=O)(=O)N(C)C)cc1	10	91
31	C=CCN1C(=O)/C(=C\c2ccc(N(CC)CC)cc2O)C(=O)NC1=S	3	.
32	CCC(C(=O)NC1CCCC1)N(C(=O)Cn1nnc(-c2ccc(C)o2)n1)c1cnc2ccccc2c1 (stereo not drawn)	8	122
33	Cc1ccc(NCc2nc3ccccc3n2C)cc1	10	.
34	CCCCCCCc1ccc(C(=O)Nc2nccs2)cc1	-12	.
35	CCOc1cc(C(=O)Nc2ccncc2)cc(OCC)c1OCC	9	.
36	COc1ccccc1-c1nnc(N(C)C(=O)C2CCCO2)s1 (stereo not drawn)	1	180
37	O=c1c2c(nc3cc(-c4cccs4)[nH]n13)CCS2	7	.
38	O=C(/C=C/c1cccs1)Nc1nc(-c2cccs2)cs1	4	.
39	O=C(COc1ccc(Cl)cc1Cl)Nc1ccc(I)cc1Cl	5	.
40	CCCOC(=O)C1=C(C)NC2=C(C(=O)CCC2)C1c1cc(OC)ccc1OC (stereo not drawn)	1	88
41	Clc1ccc2nc(SCc3nnc(-c4ccccc4)o3)[nH]c2c1	2	100
42	Cc1occc1-c1nnc(SCC(=O)N2CCOCC2)n1CCc1ccccc1	6	109
43	CC1(C)CC2(CCO1)NN=C(c1ccccc1)S2 (stereo not drawn)	-26	.
44	O=C(Nc1ccccc1Oc1ccc(Br)cc1)c1ccccc1	.	107
45	O=c1c2c(nc3c(-c4ccc(Cl)cc4)c[nH]n13)CCCC2	-3	78
46	O=C(NCc1cccs1)NC12CC3CC(CC(C3)C1)C2	1	.
47	O=C(c1cc2ccccc2o1)N1CCN(c2ccc([N+](=O)[O-])cc2)CC1	4	.
48	O=C(NCCc1ccccc1)/C(=N\O)c1ccccc1	2	139
49	CC(=O)Nc1ccccc1Sc1ccccc1	7	119
50	CC(=O)c1cccc(NC(=O)c2ccc(N(Cc3ccc(Cl)cc3)S(C)(=O)=O)cc2)c1	0	.
51	O=C(CN1CCc2ccccc21)NC(=O)NCc1ccco1	8	78
52	COc1cc(NC(=O)c2ccc(-c3cccc([N+](=O)[O-])c3)o2)ccc1NC(=O)c1ccco1	5	.
53	Cc1cccc(-n2c(SCC(=O)NCc3ccco3)nnc2-c2ccco2)c1	-6	100
54	Brc1cccc(-c2nnc3n2CCC3)c1	0	.
55	CCCOc1ccc(C(=O)c2nc3c(n2O)CCCC3)cc1	2	90
56	CCc1ccc(OCC(=O)Nc2ccc(O)c(-c3nc4cc(C)ccc4o3)c2)cc1	3	.
57	Cc1ccc(C(=O)C(C)OC(=O)C2CC(=O)N(C3CCCCC3)C2)cc1 (stereo not drawn)	-8	91
58	COC(=O)c1ccc(C(=O)OC)c(NC(=O)/C=C/c2ccc([N+](=O)[O-])cc2)c1	8	.
59	c1ccc(OCc2nc(-c3cccnc3)no2)cc1	8	.
60	O=C(CSc1ccc(Cl)cc1Cl)Nc1cccc([N+](=O)[O-])c1	1	.

# From no. 59 to 60, copied from above:
item	canonical_smiles	HePTP inhibitor	BAP1 inh
59	c1ccc(OCc2nc(-c3cccnc3)no2)cc1	8	.
60	O=C(CSc1ccc(Cl)cc1Cl)Nc1cccc([N+](=O)[O-])c1	1	.

# Later entries.
item	canonical_smiles	HePTP inhibitor	BAP1 inh
61	CN(CC(=O)N1CCc2ccccc2C1)S(=O)(=O)c1ccc2c(c1)c(=O)n(C)c(=O)n2C	6	102
62	COc1ccc(OC)c(N2C(=O)C(Cl)=C(N3CCOCC3)C2=O)c1	-2	80
63	O=C1CCCN1c1cc(Cl)ccc1Cl	8	95
64	CCN(CC)C(=O)c1ccc2c(c1)N(Cc1ccccc1)C(=O)CS2=O (stereo not drawn)	6	97
65	O=C(Nc1cccc(F)c1)C1CCCN1S(=O)(=O)c1cccc2cccnc12 (stereo not drawn)	2	98
66	O=C(OCN1C(=O)c2ccccc2C1=O)c1ccccc1	16	62
67	CCc1ccc(C(=O)Nc2ccc(S(=O)(=O)Nc3nc(C)cc(C)n3)cc2)o1	6	97
68	COC(=O)c1ccc(-c2csc(NC(=O)c3ccc(S(=O)(=O)N4CC(C)CC(C)C4)cc3)n2)cc1 (stereo not drawn)	.	76
69	COc1cc(C(=O)Nc2ccc(N(C)C)cc2)cc(OC)c1OC	2	90
70	O=C(O)c1ccccc1N1C(=O)C2CC=CCC2C1=O (stereo not drawn)	7	.
71	O=C(c1c(Cl)cccc1Cl)N1CCN(c2ccccn2)CC1	6	142
72	O=C(CN1C(=O)NC2(CCCc3ccccc32)C1=O)N1CCN(C(=O)c2ccco2)CC1 (stereo not drawn)	6	95
73	OCC1CCCN(Cc2ccc(-c3ccccc3)cc2)C1 (stereo not drawn)	10	107
74	CC1(c2ccc3noc(-c4ccc(Cl)cc4)c3c2)OCCO1	2	79
75	Cc1cc2ccc(C)c(C)c2nc1SCC#N	-2	95
76	COc1ccc(Cc2nnc3c4cnn(C)c4ncn23)cc1	1	85
77	O=C(NC(=S)Nc1ccc(-c2nc3ncccc3o2)cc1)c1ccco1	-17	.
78	COc1ccc(Oc2coc3cc(O)ccc3c2=O)cc1	7	.
79	Cc1c(NC(=O)c2cc(-c3ccc(CC(C)C)cc3)nc3ccccc23)c(=O)n(-c2ccccc2)n1C	.	54
80	COc1ccccc1-c1cc(C(=O)NCc2ccc(Cl)cc2)no1	2	78
81	CCC(NC(=O)OC(C)(C)C)C(=O)Oc1ccc2c3c(c(=O)oc2c1)CCC3 (stereo not drawn)	5	i
82	Cc1ccc(NC(=O)/C=C/c2cccc(C(F)(F)F)c2)cc1	8	.
83	O=C(COc1ccccc1)Nc1cc(-c2ccc(F)cc2)[nH]n1	-10	.
84	CCOC(=O)C1=C(CN2CCOCC2)NC(=O)NC1c1cc(C)ccc1C (stereo not drawn)	14	74
85	N=c1sccn1CC(=O)Nc1ccccc1Cc1ccccc1	2	105
86	Cc1ccc(S(=O)(=O)N(Cc2cc3cc4c(cc3[nH]c2=O)OCCO4)CC2CCCO2)cc1 (stereo not drawn)	-2	.
87	CC12CCC(C(=O)N3CCCC3)(CC1=O)C2(C)C (stereo not drawn)	.	171
88	C/C(=N\N=C1\NC(=O)C(CC(=O)Nc2ccccc2F)S1)c1ccc(Cl)cc1 (stereo not drawn)	5	.
89	CCN(CC)c1ccc(/C=C2/C(=O)NN(c3cccc(Cl)c3)C2=O)c(O)c1	29	.
90	Cc1ccc(N)c(C(O)(C(F)(F)F)C(F)(F)F)c1	5	96
91	CC(C)CC(c1nnnn1CCc1ccccc1)N1CCN(C(=O)c2ccco2)CC1 (stereo not drawn)	9	130
92	Cc1nc2ccccc2c2c1C(=O)N(C)C2=O	2	54
93	COc1ccccc1N1CCN(C(=O)C2c3ccccc3Oc3ccccc32)CC1	-9	80
94	CCc1ccc(-n2[nH]c(=O)c(/C=C3\C(=O)N(c4ccccc4)N=C3C)c2O)cc1	7	.
95	Cc1cc(C)c(C#N)c(SCC(=O)Nc2ccc(Cl)cc2)n1	-4	.
96	Cc1ccc(-c2ccc(/C=N/c3ncn[nH]3)o2)cc1Cl	8	116
97	COCCNC(=O)CN(c1cc(OC)ccc1OC)S(C)(=O)=O	2	.
98	OCCCN=Cc1c(O)n(-c2c(Cl)cccc2Cl)c2ccccc12	-13	.
99	CCOC(=O)CNC(=O)c1cc(OCC)c(OCC)c(OCC)c1	-22	.
100	CCOc1cc2c(cc1OCC)C(C(=O)O)C(c1cc(Br)c(O)c(OC)c1)N(C)C2=O (stereo not drawn)	5	114

# Complete entries, quoted from the list.
# CCN(CC)c1ccc(/C=C2/C(=O)NN(c3cccc(Cl)c3)C2=O)c(O)c1 reads HePTP inhibitor = 29; BAP1 inh = .
# CCOc1cc2c(cc1OCC)C(C(=O)O)C(c1cc(Br)c(O)c(OC)c1)N(C)C2=O (stereo not drawn) reads HePTP inhibitor = 5; BAP1 inh = 114

# Next part
item	canonical_smiles	HePTP inhibitor	BAP1 inh
101	O=C(COc1ccc(Cl)cc1)N/N=C/c1ccc(I)o1	-5	.
102	Cc1ccc(C(C)(C)C)cc1C(=O)c1ccc([N+](=O)[O-])cc1	7	.
103	Cc1cc(OCC(=O)N2CCOCC2)cc2oc(=O)c3ccccc3c12	0	307
104	O=C(CCN1C(=O)c2ccccc2C1=O)Nc1ccccc1C(=O)N1CCCC1	2	.
105	COc1cc(/C=C2/C(=O)NN(c3cccc(Cl)c3)C2=O)c([N+](=O)[O-])cc1OC	11	.
106	Cc1cccc(N2C(=O)/C(=C/c3ccc(O)c(Cl)c3)C(=O)NC2=S)c1C	10	.
107	CCCCOc1cccc(C(=O)NCCNc2ccc([N+](=O)[O-])cc2)c1	-5	.
108	CCN(CC)CCNC(=O)CCCCn1c(=S)[nH]c2c([nH]c3ccc(OC)cc32)c1=O	-2	85
109	O=C1CC(Sc2ncn[nH]2)C(=O)N1c1ccc(I)cc1 (stereo not drawn)	1	.
110	COc1cc(/C=C2/SC(=S)N(CCC(=O)Nc3ccc(C(=O)O)cc3)C2=O)cc(OC)c1OC	-9	.
111	CCS(=O)(=O)N1CCC(C(=O)NCc2cccs2)CC1	2	92
112	CCCn1c(C)cc(C(=O)CN2C(=O)c3ccccc3C2=O)c1C	9	104
113	CCOC(=O)C1=C(O)/C(=C/c2cccc([N+](=O)[O-])c2)SC1=Nc1cccc2ccccc12	-4	.
114	CC1=CCC(C(C)(C)NC(=O)c2ccccc2)C/C1=N\O (stereo not drawn)	7	97
115	CCOC(=O)c1c(C)c(C(=O)NCCc2ccc(S(N)(=O)=O)cc2)c(C)n1CC	-9	100
116	COc1ccc(OC)c(C2/C(=C(\O)c3ccccc3)C(=O)C(=O)N2c2cccnc2)c1 (stereo not drawn)	12	.
117	Cc1ccc(NC(=O)N2CCC(C(=O)NCC(C)C)CC2)cc1	10	96
118	O=S(=O)(NCCNS(=O)(=O)c1ccccc1)c1ccccc1	0&8	.
119	Cc1c(NS(=O)(=O)N2CCCC2)c(=O)n(-c2ccccc2)n1C	8	101
120	Cc1ccc(Cn2ccc(NC(=O)c3cc(-c4ccc5c(c4)OCO5)on3)n2)cc1	-10	98
121	CC(=O)OCCCn1c(=O)c2cc3c(=O)n(CCCOC(C)=O)c(=O)c3cc2c1=O	-2	.
122	CC1=C(C(=O)OCC(C)C)C(c2ccc(F)cc2)NC(=O)N1 (stereo not drawn)	5	98
123	COc1ccc(/C=N/n2cnnc2SCc2ccccc2)cc1	1&10	98
